# Bioassay records from PubChem.
# NR2E3 ag-1 – NR2E3 (human) agonism; Q9Y5X4; GST-NR2E3/biotin-RetCOR TR-FRET, 1536-well; inhibition of corepressor binding, % at 4.78 µM; 320,000 tested, 0.12% active; AID 2300;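 active = percent inhibition above the cutoff of mean plus 3 SD of all tested compounds, set per screening campaign, cut at about 20% in these data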;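 note: 0% = DMSO wells and 100% = biotin wells as full block of FRET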
# Target sequence (Q9Y5X4 whole entry, looked up): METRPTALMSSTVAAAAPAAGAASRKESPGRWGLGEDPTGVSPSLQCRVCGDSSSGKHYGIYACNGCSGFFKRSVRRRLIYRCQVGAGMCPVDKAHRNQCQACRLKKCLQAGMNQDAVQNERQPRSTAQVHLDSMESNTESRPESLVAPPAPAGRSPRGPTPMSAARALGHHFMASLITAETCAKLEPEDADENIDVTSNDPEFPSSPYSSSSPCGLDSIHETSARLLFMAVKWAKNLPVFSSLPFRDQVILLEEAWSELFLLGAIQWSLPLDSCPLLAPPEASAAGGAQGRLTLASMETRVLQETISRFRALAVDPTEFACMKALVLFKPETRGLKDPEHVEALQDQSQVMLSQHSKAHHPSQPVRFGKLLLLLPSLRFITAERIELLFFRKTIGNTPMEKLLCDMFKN
#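 Material: NR2E3–RetCOR corepressor complex | Quantity: 1.35 nM GST-tagged NR2E3 final | Schedule: 5 h at 4 °C | Replication: Singlicate compound wells | Reagent: RetCOR corepressor, biotinylated, 7 nM | Controls: Biotin wells as high control, 0.6% DMSO wells as low control | Signal: TR-FRET, Eu(K)-anti-GST donor, streptavidin-D2 acceptor, ex 340, em 617/671 nm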
# Peg3 prom inh – Peg3 promoter activity inhibition; HeLa PEG-Prom luciferase reporter, luminescence, overnight; inhibition, % at 20 µM; 360,000 tested, 1.7% active;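 active = inhibition of at least 50% at 20 µM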
# iPSC survival up – enhancers of human iPSC single-cell survival; hiPSC single-cell survival, ATPlite luminescence; 100% = ROCK inhibitor wells, 0% = DMSO; 360,000 tested, 0.044% active; survival enhancement, % at 20 µM; in the data active = survival enhancement above about 18%;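 note: cells exposed to compounds for 16 hours before the ATP read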
# Exocytosis inh – blocks lytic granule exocytosis | TALL-104 LAMP-1 surface exposure, flow cytometry; cells stimulated with thapsigargin and PMA | inhibition, % at 10 µM | 360,000 tested, 0.66% active;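 active = inhibition above about 55%, limit read from the data; inconclusive = no clear call, values can overlap the other calls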
# NR2E3 ag-2 – agonists of human NR2E3 nuclear receptor. Q9Y5X4. AID 602229. CHO-S Gal4-NCOR/VP16-NR2E3 two-hybrid, luciferase. 360,000 tested, 0.35% active. inhibition of corepressor binding, % at 3.98 µM;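 active = inhibition above the mean of all tested compounds plus 3 SD, cut at about 70% in these data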;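 note: 0% = DMSO with NR2E3 transfected cells and 100% = cells lacking NR2E3 construct; higher means lower luciferase signal from less NR2E3 corepressor binding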
# PDI inh – inhibitors of human protein disulfide isomerase; 350,000 tested, 0.052% active; PDI insulin aggregation turbidity, A650, 90 min; inhibition, % at 10 µM; AID 588391;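 active = mean inhibition across replicates of 30% or more, whatever share of single replicates reach that level; inconclusive = mean inhibition below 30% while every single replicate reaches 30%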;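 note: absorbance from insulin aggregation driven by PDI reduction with DTT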
# Target sequence (P07237 whole entry, looked up): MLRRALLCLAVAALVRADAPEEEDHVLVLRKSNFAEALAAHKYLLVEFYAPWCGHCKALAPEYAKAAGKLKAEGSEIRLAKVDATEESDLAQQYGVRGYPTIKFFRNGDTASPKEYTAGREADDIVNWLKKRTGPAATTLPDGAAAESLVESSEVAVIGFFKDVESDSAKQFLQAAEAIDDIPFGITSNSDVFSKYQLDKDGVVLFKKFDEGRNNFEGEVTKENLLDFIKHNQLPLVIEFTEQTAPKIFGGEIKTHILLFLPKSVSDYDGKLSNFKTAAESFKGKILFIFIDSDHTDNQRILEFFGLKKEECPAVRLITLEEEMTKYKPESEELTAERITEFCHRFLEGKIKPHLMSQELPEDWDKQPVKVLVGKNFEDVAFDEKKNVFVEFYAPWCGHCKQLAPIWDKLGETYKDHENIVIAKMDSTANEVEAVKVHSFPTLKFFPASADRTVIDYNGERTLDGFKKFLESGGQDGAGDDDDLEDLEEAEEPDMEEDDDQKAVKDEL
# CaV13 ICDI inh – Disruptors of the CACNA1D IQ motif to Ca2+-dependent inactivation inhibitor domain association, primary screening, Förster resonance energy transfer in intact living …. AID 743397. inhibition, % at 12.3 µM. 340,000 tested, 0.098% active. HEK cells, CFP/YFP FRET ICDI-IQ, plate reader, 10 min; percent FRET-ratio fall versus neutral wells;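 active = mean replicate inhibition of at least 30% and at least 1% of replicates passing that level; inconclusive = only one of the two criteria is met; inactive = neither criterion is met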;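 note: 0% = median of the neutral control wells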
# aDG glyco up – increases alpha dystroglycan glycosylation; Pro5-aDG cells, alpha-DG glycosylation AlphaScreen (IIH6); 0% Pro5, 100% B10-LARGE cell signal; 360,000 tested, 0.22% active; activation, % at 10 µM;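 active = activation of at least 8% versus controls, or a plate z-score of at least 8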;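 note: Pro5 are CHO cells carrying HIG-tagged alpha-DG that lacks glycosylation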
# Vif inh – inhibitors of HIV Vif; HEK293T cells, Vif self-association by quenched fluorescence, imaging, 24 h; inhibition, % at 7.49 µM; 340,000 tested, 0.35% active; AID 602346; in the data active = inhibition above about 50%, passing the limit was not always enough; inconclusive = no clear call, values can overlap the other calls; inactive = below about 31%; note: some results filed as inactive read as strong as hits
# HIF-2a inh – blocks HIF-2a reporter activity. inhibition, % at 18.8 µM. 360,000 tested, 0.72% active. 786-0 RCC cells HIF-2a reporter, luciferase luminescence, overnight;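 active = inhibition of the luminescence signal of 40% or more relative to plate controls, in a single-dose primary screen at 18.75 µM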
# TRPM1 prom inh – inhibitors of MITF-driven TRPM1 promoter in melanoma cells; SK-MEL-5 TRPM1 promoter luciferase, 24 h; 330,000 tested, 0.83% active; inhibition, % at 12.5 µM; AID 488899;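 active = mean inhibition across replicates of 60% or more, whatever share of single replicates reaches that level; inconclusive = some that reach 60%, reason not given; inactive = mean inhibition across replicates below 60%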; note: values of inactives mirror those of a sister screen read the other way
# Active calls of the source: *; ? = inconclusive; . = no result given.
no.	canonical_smiles	NR2E3 ag-1	Peg3 prom inh	iPSC survival up	Exocytosis inh	NR2E3 ag-2	PDI inh	CaV13 ICDI inh	aDG glyco up	Vif inh	HIF-2a inh	TRPM1 prom inh
1	COC(/C=C/Nc1ccc(OC)cc1)=C(C#N)C#N	3	-8	3.5	1	-7	3	-8	-0.1	21	8	9
2	COc1ccc(-c2nn3c(C4CCCCC4)nnc3s2)cc1OC	8	28	3.1	-2	15	4	-5	0.1	20	23	-14
3	CC(C)C1C(=O)N(Cc2cn(CCC3OCCCO3)nn2)CCS(=O)(=O)N1Cc1ccc(-c2ccc(Cl)c(Cl)c2)cc1 (stereo not given)	.	88*	0.1	39	31	5	-8	0.0	0	-27	.
4	Cc1ccc(NC(=S)N2CCC(c3ccccc3)C2)c(Cl)c1 (stereo not given)	-1	-88	-0.5	-2	-160	-2	7	0.0	13	-128	-57
5	Cc1nn(C)c(C(=O)NNC(=S)NCc2ccco2)c1Cl	2	5	-3.1	6	-11	2	-5	0.1	-5	-3	3
6	CC1(C)Cc2ccccc2C(=O)N1	3	3	-1.1	2	8	17	-5	0.8	-2	9	-1
7	CCOC(=O)Nc1ccc2c(c1)N(C(=O)CN1CCN(C)CC1)c1ccccc1CC2	0	5	0.1	2	-30	-3	-4	0.0	6	15	1
8	O=S(=O)(Nc1ccc(Br)cc1)c1cccc2nonc12	0	19	0.4	-1	4	8	-6	0.7	-3	19	-2
9	Cc1ccsc1CN(C)C(=O)CN1C(=O)NC(c2ccccc2)(c2ccccc2)C1=O	1	21	-0.4	-2	2	-4	-5	0.2	1	18	-33
10	CN(CCCCCC(=O)/C=N/O)Cc1ccccc1	-3	30	2.6	-6	-9	6	-6	-0.2	6	13	-8
11	O=C(Cc1n[nH]c(=O)c2ccccc12)N1CCN(S(=O)(=O)c2ccc(F)c(Cl)c2)CC1	.	-6	2.8	-2	-12	-4	-3	-0.1	-5	21	6
12	COc1ccc(-c2c(C#N)c(N)nc(Sc3ccc(Cl)cc3)c2C#N)cc1	6	41	-0.1	9	-12	11	-4	-0.2	-6	14	16
13	CN(CCCC1CCCC1)C(=O)CC1C(=O)NCCN1Cc1cccc(F)c1F (stereo not given)	-3	11	2.3	-2	-16	-2	-5	0.3	0	12	3
14	COc1ccc(/C=C2\SC(c3ccc(C)cc3)=NC2=O)cc1OC	1	-26	-1.3	2	9	-6	.	0.0	.	-50	6
15	CN(C)S(=O)(=O)c1ccc(SCC(=O)N2CC(=O)Nc3ccccc32)nc1	6	2	-0.1	-1	-5	8	-7	0.2	-2	11	5
16	Clc1cccc2c1Sc1ccccc1CC2N1CCNCC1 (stereo not given)	-1	108*	-3.4	?	0	-7	-3	1.4	-2	15	29
17	Cc1ccc2[nH]c(=O)c(CN(CCO)C(=O)N(C)C)cc2c1	2	16	0.8	2	2	-9	-10	-0.2	3	17	-12
18	Cc1nnnn1/C(=C\c1ccccc1)C(=O)OCC(=O)Nc1ccc(Cl)cc1F	-2	98*	-0.1	-1	61	-3	-5	0.1	-8	88*	51
19	Cc1ccc(N2C(=O)[C@@H]3C(C(=O)C(c4ccccc4)c4ccccc4)=NN[C@@H]3C2=O)cc1	-2	8	-2.3	-2	-3	3	-5	0.3	0	19	-1
20	CC(c1nccs1)N(C)c1nc2nonc2nc1N(C)C (stereo not given)	-1	-16	0.8	0	2	0	-5	0.0	-3	11	1
21	CCN1C(=O)[C@H]2[C@@H](c3ccc(C(F)(F)F)cc3)N[C@]3(CCCN(Cc4ccc(Br)cc4)C3=O)[C@H]2C1=O	.	4	1.4	-1	-22	0	-2	1.0	.	12	.
22	O=C(CN1CCN(Cc2ccc(Cl)cc2)CC1)N/N=C/c1c[nH]c2ccccc12	-4	1	-0.4	-1	10	0	-17	-0.2	-3	12	14
23	COc1cccc(C(=O)c2cc3cc(Cl)ccc3[nH]2)c1	4	-178	-0.4	-8	-106	-1	-3	0.0	-1	-291	-26
24	C[C@H](O)[C@@H]1C(=O)N2CCc3ccc(-c4ccccc4)cc3[C@@H]2C[C@@H]1N(C)C(=S)Nc1ccc(F)cc1	.	14	-1.7	-1	6	5	-3	0.0	.	-16	.
25	C=CCNC(=S)NNC(=O)Cn1c(-c2ccccc2)cc(=O)n2ncnc12	7	13	-0.6	2	-13	-4	7	-0.1	-2	15	-5

# The list continues.
no.	canonical_smiles	NR2E3 ag-1	Peg3 prom inh	iPSC survival up	Exocytosis inh	NR2E3 ag-2	PDI inh	CaV13 ICDI inh	aDG glyco up	Vif inh	HIF-2a inh	TRPM1 prom inh
26	CC1CC(CC(C)C(=O)NC(=S)Nc2ccc(S(N)(=O)=O)cc2)C(=O)O1 (stereo not given)	5	0	1.0	7	-14	8	-2	-0.3	2	9	-10
27	CC(NC(=O)Cn1nc(C(=O)O)c2ccccc2c1=O)c1ccccc1 (stereo not given)	-2	11	-0.5	1	19	-22	-2	-0.2	-1	8	3
28	COc1ccc2ncc(S(=O)(=O)c3ccccc3)c(N3CCC4(CC3)OCCO4)c2c1	1	35	-0.4	8	-26	-2	-6	-0.3	2	28	-12
29	O=S(=O)(c1ccccc1Cl)N1CCCC1c1nc(-c2ccccc2Cl)no1 (stereo not given)	0	20	-2.6	-10	-16	1	-4	0.1	-15	7	3
30	c1ccc(CSc2nnc(-c3ccco3)n2Cc2ccco2)cc1	3	-106	0.6	-7	-78	-1	-4	-0.2	-15	-111	-57
31	Nc1c2c(nc3ccc(Br)cc13)N(c1ccccc1)CC2	9	-23	6.5	-1	-41	-1	.	-0.1	.	-39	-34
32	COCCSc1nnc(NC(=O)COC)s1	-1	3	0.5	1	-9	1	-4	-0.1	4	12	-9
33	Cc1c(Cl)c([N+](=O)[O-])nn1CC(=O)NCC1CCCO1 (stereo not given)	1	11	0.9	14	0	5	3	-0.3	-4	10	-7
34	O=C(NNC(=O)C(c1ccccc1)c1ccccc1)c1ccccn1	0	28	-2.5	4	37	16	9	2.9	-5	18	50
35	O=C(COC(=O)c1cccs1)Nc1ccccc1Cl	2	-5	2.0	-5	-4	-4	-3	0.1	-2	-1	2
36	CC(C)(C)n1cnnc1Sc1ccc([N+](=O)[O-])cn1	1	9	-0.6	12	-1	6	-16	0.3	-4	10	18
37	COc1ccc([N+](=O)[O-])c(S(=O)(=O)c2ccc(Cl)cc2)n1	6	105*	-0.1	10	-5	-1	-19	0.0	-33	60*	71*
38	O=C1SC(SCc2ccccc2Cl)=N/C1=C\c1ccc(C(=O)O)cc1	1	0	0.2	0	-4	-4	-6	0.1	0	13	10
39	CC(=O)N/C(=N/c1nc(C)cc(C)n1)Nc1ccc(C)cc1C	0	9	0.2	66*	-17	11	-6	0.3	-4	-4	8
40	O=C(Nc1cccc(F)c1)c1cccc2c1C(=O)N(C1CCCCC1)C2	2	3	-0.5	4	-22	-6	-6	1.0	4	-6	-8
41	Cc1cc(C)cc(NC(=S)N2CCC(c3nc4ccccc4s3)CC2)c1	-1	3	0.7	-2	17	0	-8	-0.3	-7	0	13
42	CCOC(=O)COc1ccc(/C=C2/SC(=Nc3ccccc3)N(Cc3cccnc3)C2=O)cc1OC	2	7	1.7	14	-9	-2	.	0.0	?	37	7
43	O=C(Nc1cccc(S(=O)(=O)Nc2ccc(Cl)cc2)c1)c1ccccn1	2	0	3.4	4	17	-5	-6	0.3	-5	5	6
44	Oc1c(N=NC(=S)Nc2ccccc2F)c2ccccc2n1Cc1ccc(F)cc1	-1	15	3.1	3	7	3	-7	-0.4	6	-5	-3
45	CC(=O)Nc1ccc2oc(-c3ccccc3)nc2c1	8	-277	-0.5	0	-139	-2	-5	0.0	-3	-278	-76
46	N#Cc1ccc(OCC(=O)Nc2ccccc2NS(=O)(=O)c2cccs2)cc1	1	8	1.2	3	3	10	-3	-0.3	5	-18	3
47	O=C(Nc1ccc(OC(F)(F)F)cc1)c1ccc2nccnc2c1	3	-137	0.1	1	-30	10	14	5.5*	-10	-132	-14
48	C[C@H](CO)N1C[C@H](C)[C@H](CN(C)Cc2cncnc2)Oc2ncc(C#CC3(O)CCCC3)cc2C1=O	.	-25	-3.3	-3	-21	-11	-11	0.8	-20	-2	.
49	CN(Cc1c(F)cccc1Cl)C(=O)CNC(=O)c1cccs1	0	-116	0.0	4	-81	0	-11	-0.2	4	-137	-45
50	O=C(CSc1nc2ccccc2n1CC(=O)NCc1ccccc1)NCc1ccco1	6	14	-1.0	3	12	11	.	0.2	-4	11	2

# Later entries
no.	canonical_smiles	NR2E3 ag-1	Peg3 prom inh	iPSC survival up	Exocytosis inh	NR2E3 ag-2	PDI inh	CaV13 ICDI inh	aDG glyco up	Vif inh	HIF-2a inh	TRPM1 prom inh
51	Cc1ccc(S(=O)(=O)NC(=O)C2(C)CCN2C(=O)CC2CCCCC2)nc1 (stereo not given)	.	8	2.6	-1	-5	4	-6	-0.2	.	-1	.
52	COc1cccc(-c2c(-c3cc(OC)cc(OC)c3)n(C)c3ccc(Br)cc23)c1	5	-5	-1.2	-2	3	-3	-4	0.0	-4	12	0
53	Brc1ccccc1-c1nnc(CSc2nnc3sc4ccccc4n23)o1	-1	-10	0.9	0	9	2	-4	-0.1	2	-26	13
54	CC(=O)C1=C(O)C(=O)N(Cc2ccco2)C1c1ccccc1F (stereo not given)	3	6	1.9	-1	5	2	4	-0.5	9	7	1
55	COC(=O)C1=C(C(=O)OC)[C@@H]2N(C)c3ccc(OC)cc3[C@@]23C[C@@H](C(=O)OC)N(C(=O)c2ccc(Br)cc2)C3=N1	5	79*	1.3	-14	19	-1	-12	-0.1	.	-9	2
56	CCOc1ccc(NC(=O)CSc2nccn2C)cc1	4	-76	-2.3	12	-17	6	-6	-0.2	13	-116	-61
57	CCC(CC)NC(=O)CN1CCN(S(=O)(=O)c2ccc(Br)s2)CC1	.	-4	0.4	9	-8	-1	-15	0.0	-13	8	2
58	CCCC[C@@H]1C=C(C(=O)O)[C@H](c2ccc(Cl)c(Cl)c2)N1S(=O)(=O)c1ccc(C)cc1	.	14	5.7	3	85*	6	-6	0.0	.	0	6
59	CN1C(=O)C(C)(C)c2cc(S(=O)(=O)N3CCCC(C(=O)NCc4ccccc4Cl)C3)ccc21 (stereo not given)	-3	19	2.9	-2	-12	3	-5	0.1	-8	15	3
60	CCCc1ccc(S(=O)(=O)NCC2CCCN2CC)cc1 (stereo not given)	.	-3	-0.1	1	-2	3	-4	0.1	.	18	7
61	COc1ccc(NCC(O)Cn2c(C)c(C)c3ccccc32)cc1 (stereo not given)	1	35	-0.1	6	-3	-4	-7	-0.3	6	10	9
62	O=c1[nH]c(=O)n(-c2ccccc2)c2c1C(C(F)(F)F)(C(F)(F)F)N=C(C1CCCCC1)N2	-1	18	-0.6	13	-8	-7	-4	0.0	10	14	-9

# Rows were taken by chance (roughly 3.5% active in at least one column).
